Bioassay records (PubChem)
Cneo AK release: causes C. neoformans cell lysis; 360,000 tested, 0.2% active; adenylate kinase release luminescence, 4 h; normalised: neutral wells 0, clomiphene wells 100; lysis activity, % at 15 µM; AID 651654;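 active means mean lysis activity across replicates of at least 80%, whatever share of replicates individually reach that level; inactive means mean lysis activity below 80%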
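Assay system: Cryptococcus neoformans yeast cells / Dosing: single-point compound dose / Timing: 4 h at 37 °C static, read 1 h later / Measured by: luminescence of released adenylate kinase using an AK detection reagent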
Statin myotox sup: protects C2C12 myotubes from simvastatin toxicity; AID 602340; rescue of ATP level, % at 7.49 µM; 330,000 tested, 0.78% active; ATP luminescence, 48 h; scaled: DMSO 0, geranylgeraniol control 100;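 active means mean ATP rescue above about 67%, or every replicate alone reaching that limit, limit read from the data, passing the limit was not always enough; inconclusive means no clear call, values can overlap the other calls; inactive means mean under the limit and some replicate under it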;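 further: myotubes were challenged with 10 µM simvastatin during compound exposure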
LGR2 antag: inhibitors of bursicon-induced Drosophila LGR2 receptor cAMP signaling | inhibition, % at 9.99 µM | HEK293 LGR2, CRE-luciferase, bursicon-stimulated, 4 h | 380,000 tested, 0.35% active;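 active means drop in luminescence signal, shown as inhibition above about 50% in the replicate tests, limit read from the data, passing the limit was not always enough; inconclusive means probably only some replicates passing the limit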;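 further: agonist challenge used bursicon conditioned medium at about half maximal strength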
ARNT TACC3 PPI: disrupts binding between human ARNT and TACC3. 390,000 tested, 0.66% active. inhibition, % at 9.99 µM. AlphaScreen His-ARNT PAS-B/GST-TACC3 binding, luminescence; TACC3 fragment carries E629A point mutation. AID 623870. Q9Y6A5;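 active means mean inhibition of replicates at least 50% and at least half of replicates each reaching 50%; inconclusive means half or more replicates reach 50% but mean below 50%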;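 further: 0% = complete ARNT plus TACC3 wells and 100% = ARNT alone without TACC3; many hits fall short of the cut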
PAX8 inh HTS: lowers PAX8-driven luciferase in RMG-I cells. RMG-I TPO-luciferase reporter, SteadyGlo, 24 h. inhibition, % at 12.6 µM. 360,000 tested, 1.2% active;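 active means mean replicate inhibition at least 60% with every replicate also reaching 60%; inconclusive means only one of the two criteria is met; inactive means mean below 60% and not all replicates reaching 60%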;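 further: luciferase light reporting Pax8 driven TPO promoter activity; plate controls were median of neutral control wells for no effect and mitoxantrone controls for full effect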
INS-1E GSIS act: GLuc luminescence reporter in INS-1E cells, primary screen for activators of glucose-dependent secretion of insulin; INS-1E GLuc reporter insulin secretion, 2-3 h; activation, % at 16.6 µM; 370,000 tested, 0.61% active; AID 743287;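 active means lowest replicate activation of at least 40%, so every replicate reaches that level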;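 further: 0% = median of neutral control wells and 100% = median of IBMX positive control wells; some compounds called inactive have numbers as strong as hits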
PglD DTNB: PglD (C. jejuni) enzyme inhibition; AID 602405; inhibition, % at 12.5 µM; 360,000 tested, 0.098% active; purified PglD enzyme, DTNB colorimetric CoA detection; in the data active means inhibition above about 16%, passing the limit was not always enough; inconclusive means no clear call, values can overlap the other calls; further: strong numbers were not always called active
PGC1a acetyl inh: lowers PGC1a acetylation signal in U2OS cells; AlphaScreen anti-acetyl-lysine; with virally co-expressed GCN5 acetyltransferase; 350,000 tested, 0.17% active; AID 651687; inhibition, % at 15.6 µM;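 active means every replicate shows inhibition of at least 40%; inconclusive means mean inhibition at least 40% but some replicate below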;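 further: 0% = neutral control wells and 100% = positive control wells; some results beyond the cut were filed as inactive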
* = called active by the depositor; ? = inconclusive; / = not tested or not shown; & = joins results of further samples.

cpd | compound | Cneo AK release | Statin myotox sup | LGR2 antag | ARNT TACC3 PPI | PAX8 inh HTS | INS-1E GSIS act | PglD DTNB | PGC1a acetyl inh
1 | CCC(=NCc1cccnc1)c1c(O)n(-c2ccccc2C)c(=O)[nH]c1=O | -1 | / | / | 1 | -8 | / | -4 | 2
2 | Cc1nc2sccc2c(=O)n1-c1ccccc1Cl | -2 | 1 | / | -5 | 5 | / | 17 | -2
3 | O=C(O)CC1OCC=C2CN3CCC45C6=CC(=O)C(=O)C([N+](=O)[O-])=C6NC4C1C2CC35 (configuration not stated) | -2 | -2 | / | 30 | / | / | 11 | 2
4 | Cc1cc(N2CCNCC2)nc2ccccc12 | 1 | -10 | -1 | 15 | 22 | -5 | -3 | -5
5 | COC(=O)C1=C(c2ccc(S(C)(=O)=O)cc2)C[C@@H]2CC[C@H]1N2C | 2 | 4 | 5 | 2 | -11 | 12 | -3 | 9
6 | O=C(Cc1ccccc1)N1CCCCN2[C@@H](CO)[C@H](c3ccc(C#CC4(O)CCCC4)cc3)[C@@H]2C1 | -1 | / | 5 | -3 | -35 | -3 | 2 | 0
7 | CCOc1ccc(CN(CCCl)CCCl)cc1C(=O)OC | 0 | 6 | / | -6 | / | / | -2 | -5
8 | COC(=O)C1=C(c2cccc(OCc3ccccc3)c2)C[C@@H]2CC[C@H]1N2C(=O)NCc1cccc(C(F)(F)F)c1 | -1 | 2 | 9 | 0 | 37 | -14 | 7 | -5
9 | Cc1c(N=Cc2c(O)n(Cc3ccc(F)cc3)c(=O)[nH]c2=O)c(=O)n(-c2ccccc2)n1C | -2 | 2 | 5 | -2 | / | 5 | 3 | /
10 | CN[C@@H](C)[C@@H](O)c1ccccc1 | 1 | 17 | -7 | -4 | -17 | 3 | 5 | 6
11 | Cc1cc(C)cc(N2C(=O)NC(=O)/C(=C\c3cc(C)n(C)c3C)C2=O)c1 | / | / | 11 | 3 | -10 | -15 | / | /
12 | C=CCN1C(=O)/C(=C/c2ccc(Br)s2)C(=O)NC1=S | 7 | 4 | -12 | -3 | 10 | 3 | 3 | 9
13 | N=C1c2ccccc2CN1NC(=O)c1ccc(F)cc1 | / | -2 | -1 | 2 | / | 15 | / | /
14 | COC(=O)[C@@H]1C[C@H]1[C@@H](NP(=O)(c1ccccc1)c1ccccc1)c1ccccc1 | -2 | -8 | -16 | 4 | -63 | 5 | 2 | -16
15 | CCOc1ccc(NC(=O)c2ccc(NC(=O)COC(=O)Cc3ccccc3)cc2)cc1 | / | / | -19 | -4 | -67 | 10 | / | /
16 | CC(C)(O)/C=C/C(=O)C(C)(O)C1C(O)CC2(C)C3CC=C4C(C=C(O)C(=O)C4(C)C)C3(C)C(=O)CC12C (configuration not stated) | / | / | 88* | 9 | 91* | -15 | / | /
17 | CC(=O)N(C)CC#CCN1CCC(O)CC1 | 0 | / | 2 | -16 | 8 | -1 | 5 | 15
18 | CC(=O)c1cn(Cc2ccc(F)cc2)c2ccccc12 | -1 | 20 | 5 | -14 | 12 | 4 | -1 | /
19 | CCC(=NCc1ccc(F)cc1)c1c(O)n(C)c(=O)n(C)c1=O | 0 | -2 | / | / | / | / | 10 | 0
20 | CCOC(=O)C1=C(C)OC(N)=C(C#N)C12C(=O)Nc1ccc(C)cc12 (configuration not stated) | 3 | / | / | 2 | 8 | / | 0 | /
21 | O=C(Nc1cccc(Cl)c1)N1C[C@H]2C[C@@H](C1)c1cccc(=O)n1C2 | 0 | 7 | -9 | -4 | / | 2 | -2 | -4
22 | Oc1ccc2ccccc2c1CN1CC=C(c2ccccc2)CC1 | / | / | -15 | -9 | 8 | -18 | / | /
23 | C=CC(=O)NCNC(=O)C=C | -3 | -2 | 16 | / | / | 8 | 1 | -8
24 | COc1ccc(CCC(=O)N2CCC3(CC2)OCCO3)cc1 | 0 | 9 | / | -1 | / | / | -5 | 4
25 | O=C(O)[C@H]1NC[C@H]2C[C@H]21 | 1 | 2 | 22 | 0 | -6 | -1 | -2 | 8
26 | Cc1ccc(CC(=O)N2CCN(Cc3ccccc3)CC2)cc1 | / | 4 | -31 | -1 | 2 | 1 | / | -2
27 | Cc1cccc(-n2c(O)c(C=Nc3ccc(S(N)(=O)=O)cc3)c(=O)[nH]c2=O)c1 | / | / | -7 | -3 | 5 | 1 | / | -2
28 | COc1ccc(CCNCc2ccccc2F)cc1OC | -1 | -8 | / | -5 | / | / | -5 | /
29 | CC(=O)N1CCN(Cc2ccc(Cl)nc2)CC1 | 1 | 2 | 6 | -12 | -1 | 4 | -2 | 7
30 | COC(=O)C1=C(c2ccc(Cl)c(C(F)(F)F)c2)C[C@@H]2CC[C@H]1N2C(=O)NCCNC(C)=O | 3 | -1 | 15 | -2 | 22 | -17 | 0 | -1
31 | COC1=C[C@@H]2C3=C([C@@H]2C1=O)[C@@H](NC(C)=O)CCc1cc(OC)c(OC)c(OC)c13 | 1 | 3 | / | -2 | 2 | / | -1 | -10
32 | Cc1nc2ccccc2c(=O)n1-c1ccc(F)cc1 | 5 | 4 | / | 13 | / | / | -2 | -4
33 | COc1ccccc1CN1CCCC(C(=O)c2ccccc2SC)C1 (configuration not stated) | / | / | 7 | 1 | 15 | 10 | / | /
34 | C[N+]12CCC(CC1)C(C(O)(c1cccc(Cl)c1)c1cccc(Cl)c1)C2 (configuration not stated) | 3 | / | 7 | -1 | 4 | 0 | 4 | 7
35 | CCN1CCN(S(=O)(=O)c2cnc(Cl)c(Br)c2)CC1 | / | / | 6 | 0 | 3 | 14 | / | /
36 | CCSc1cc(C2C(C#N)=C(N)Oc3n[nH]c(C)c32)c(C)o1 (configuration not stated) | 1 | -7 | / | -1 | 0 | / | 6 | 19

New compounds follow.
Every second line gives: Cneo AK release, Statin myotox sup, LGR2 antag, ARNT TACC3 PPI, PAX8 inh HTS, INS-1E GSIS act, PglD DTNB, PGC1a acetyl inh
37. Cc1cc(C)nc(-n2c(C)nc3cc(Cl)ccc3c2=O)c1
 : -2, 0, -10, -3, /, 20, -4, /
38. Clc1cccc(N2Cc3cc(-c4ccccc4)ccc3-n3nncc3C2)c1
 : 1, 30, ?, /, -3, 5, -2, -6
39. COc1ccc2c(c1)c(C(=O)CN1CCN(C)CC1)c(C)n2Cc1ccccc1
 : 1, /, -5, /, /, -6, -1, -1
40. Oc1cc(Cl)c(Cl)c(Cl)c1Cl
 : -5, -7, 14, 9, -6, /, 4, 1
41. CC=C(C)C(=O)OC1CCN2CC=C(COC(=O)C(O)(C(C)OC)C(C)(C)O)C12 (configuration not stated)
 : 3, -15, /, -2, 3, /, 0, -10
42. COc1ccccc1N=C1SCCCN1C
 : 5, -1, -17, -9, /, 2, 4, 6
43. O=C1NC(=O)N(Cc2ccccc2)C(=O)/C1=C\C=C\c1ccco1
 : 2, 5, 14, -5, 13, -1, 0, -9
44. CS(=O)(=O)NNP(=O)(NNS(C)(=O)=O)NC(=O)c1ccccc1
 : 0, 0, 10, -2, 6, -18, 0, -5
45. CC1(C)CN2C(c3ccc(Cl)cc3)N2C1 (configuration not stated)
 : 7, -14, /, 2, 1, /, 4, -3
46. CN1C(=O)N(C)C(=O)C2(Sc3ccccc3C2=O)C1=O
 : 2, 3, /, -5, /, /, 0, 4
47. O=c1[nH]c(N2CCN(Cc3ccc4c(c3)OCO4)CC2)nc2c1CCC2
 : 1, /, 24, 2, /, 4, 1, -4
48. COc1ccccc1N1CCNCC1
 : -1, 2, /, 0, -6, /, -1, /
49. COc1ccc(-c2cc(=O)c3c(OC)c(OC)c(OC)cc3o2)cc1
 : 0, -3, -1, 4, /, -13, 0, 2
50. CCCC[n+]1cc(/N=C(\[O-])OC)on1
 : 0, -10, /, -4, -3, /, -1, -1
51. CCOC(=O)[C@]12Cc3cc(C)ccc3[C@H]1N(Cc1ccccc1)C(=O)c1ccccc12
 : 2, 6, 27, 0, 32, -24, -6, /
52. O=c1c2ccccc2[nH]c(=S)n1-c1ccc2c(c1)OCO2
 : 1, -7, /, -3, 1, /, -3, 5
53. CC(C)N(CCC(C(N)=O)(c1ccccc1)c1ccccn1)C(C)C (configuration not stated)
 : 2&-3, 4&4, -1&3, -6&-1, -14&4, -1&6, 2&-4, 2&0
54. CC(c1ccccc1)[n+]1ccccc1 (configuration not stated)
 : -2, 15, -1, -6, 2, 2, -3, 17
55. CN1C(=O)/C(=C/C=C/c2ccco2)C(=O)NC1=S
 : /, /, 1, -15, 8, 12, /, 5
56. CCn1cc(CN2CCCC(C(=O)c3cccc(C(F)(F)F)c3)C2)cn1 (configuration not stated)
 : 1, -2, -2, /, -1, 2, 6, 6
57. COc1cc(/C=N/NC(=O)Cn2c([N+](=O)[O-])cnc2C)ccc1OC(=O)N(C)C
 : 0, -7, -3, 0, /, 4, 2, 7
58. CCCCCCn1c(=O)c(C(=O)Nc2ncccc2C)c(O)c2ccccc21
 : -3, -29, 9, -1, 13, 17, 0, 22
59. CCCC[N+]12CCC(CC1)C(Cc1ccccc1)C2 (configuration not stated)
 : 2, /, 7, /, 7, 6, 9, -2
60. Cc1ccsc1C(=O)C1CCCN(Cc2sc(N(C)C)nc2Cl)C1 (configuration not stated)
 : 5, 0, -1, 4, 18, 10, -4, /
61. COc1ccc(C(O)(c2ccccc2)c2ccncc2)cc1 (configuration not stated)
 : /, /, 4, -17, 4, 7, /, /
62. Cn1cc(C(=O)OCC(=O)NC2(C#N)CCCC2)c2ccccc21
 : -1, 2, -6, /, -4, -9, -1, -1
63. COCCO[C@H]1CCC2C3CC=C4C[C@@H](O)CC[C@]4(C)C3CC[C@@]21C (some centres not stated)
 : -1, 0, 10, -4, 10, 15, 4, -9
64. CC(=NCC1CCCO1)c1c(O)n(-c2ccccc2C)c(=O)[nH]c1=O (configuration not stated)
 : /, /, -7, 2, 22, -3, /, /
65. CCCC12CN3CCN(CC(C3)/C1=N\NC(=O)c1ccncc1)C2
 : /, -2, 13, 13, 9, 2, /, 1
66. COc1ccc(CN2CCCCC2c2cccnc2)cc1C (configuration not stated)
 : -1, 9, 7, 1, /, 15, 0, 7
67. O=c1[nH]sc2cc(F)ccc12
 : /, /, 6, -4, 19, -1, /, -9
68. CN1CCN(c2ccc([N+](=O)[O-])c(SCCO)c2)CC1
 : /, /, 12, -2, -7, 20, /, -8

Not all compounds are listed; rates above refer to the full screens.
